# Screening data deposited in PubChem BioAssay by The Scripps Research Institute Molecular Screening Center.
# TbREL1 inh: TbREL1 inhibition, primary screen | TbREL1 RNA ligation, FRET fluorescence | inhibition, % at 9.66 µM | actives 0.49% (n = 89,000) | AID 1117264;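 active = inhibition above the mean inhibition across all screened compounds plus 3 SD, cut at about 11% in these data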;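 also: 0% = plate median of test wells and 100% = NSC42067 control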
# Target sequence (P86926 whole entry, looked up): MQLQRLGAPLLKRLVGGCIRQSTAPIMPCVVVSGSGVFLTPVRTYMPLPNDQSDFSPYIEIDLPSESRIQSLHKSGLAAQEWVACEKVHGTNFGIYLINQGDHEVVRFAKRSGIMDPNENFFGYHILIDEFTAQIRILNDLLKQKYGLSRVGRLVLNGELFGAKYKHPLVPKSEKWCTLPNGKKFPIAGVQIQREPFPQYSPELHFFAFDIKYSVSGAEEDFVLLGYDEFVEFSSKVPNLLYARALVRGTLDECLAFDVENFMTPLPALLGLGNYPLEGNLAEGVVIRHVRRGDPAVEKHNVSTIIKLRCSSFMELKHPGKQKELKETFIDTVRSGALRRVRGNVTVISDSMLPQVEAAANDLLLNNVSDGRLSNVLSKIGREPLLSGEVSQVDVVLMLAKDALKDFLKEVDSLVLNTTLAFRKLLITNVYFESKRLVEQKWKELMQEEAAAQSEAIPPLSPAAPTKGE
# Numbers without * were called inactive. An excerpt; the hit share may differ from the screen's.
smiles | TbREL1 inh
CN(C)C(=O)CCc1ccc2c3c([nH]c2c1)[C@]1(CCc2ccccc2)[C@@H](C(=O)N2CCCCC2)C[C@H](CC(=O)NCc2ccco2)C(=O)N1CC3 | 2
CC/C(=N\NC(=O)c1cc(C)nc2ccccc12)c1ccc(C)s1 | 1
N#C/C(=C1/CCCCCN1)c1nc2ccccc2[nH]1 | 6
Cc1ccc(S(=O)(=O)N2[C@@H](c3ccc(C(C)(C)C)cc3)C(C(=O)O)=CC[C@H]2c2cccs2)cc1 | -2
COC(=O)c1c(C)[nH]c(C(=O)C(C)OC(=O)c2ccco2)c1C (stereo not drawn) | 0
CC(C)(C)n1nnnc1C(c1ccccc1)N1CCN(CCN2CCOCC2)CC1 (stereo not drawn) | 2
CCCCOCCCNC(=O)C[C@@H]1C[C@@]2(C(=O)OC)CCCCC=C2N(Cc2ccc(Cl)cc2Cl)C1=O | -4
CN(Cc1ccccc1)C(=O)c1cccc(NC(=O)Cc2ccc([N+](=O)[O-])cc2)c1 | 0
Cc1cccc(C)c1NC(=O)CN1CCN(C(=O)CN2C(=O)NC3(CCCCC3C)C2=O)CC1 (stereo not drawn) | 6
O=[N+]([O-])c1cc(C(F)(F)F)ccc1N1CCN(S(=O)(=O)c2ccc3c(c2)CCCC3)CC1 | 1
O=C(CSc1ccc(Br)c2cccc(Cl)c12)Nc1ccc(S(=O)(=O)Nc2nccs2)cc1 | 0
Cc1nnc(OC(C)C)c2nn(-c3ccccc3F)c(C)c12 | 1
COc1cc2[nH]c(O)c(C=O)c2cc1OC | 1
CCc1[nH]nc(C(=O)N2CCCC(CCC(=O)N3CCN(c4ccccn4)CC3)C2)c1C (stereo not drawn) | -1
CC1(C)Cc2c(sc3nc(-c4ccccc4)oc(=O)c23)CO1 | 1
C=CCn1c(=NC(=O)CN2C(=O)CCC2=O)sc2cc(S(N)(=O)=O)ccc21 | 0
CC(=O)N1CCN(C(=O)c2ccc(NS(=O)(=O)c3ccc4c(c3)OCCO4)cc2)CC1 | 0
Cn1c(-c2sccc2OCc2cccc(C(F)(F)F)c2)n[nH]c1=S | -8
CCN(Cc1ccccc1)C(=O)c1cc(COc2c(F)cccc2F)on1 | 3
Cc1ccc(-c2cc(-c3nnc(SCC(=O)NC4CCCCC4)n3N)[nH]n2)cc1 | 2
NNC(=O)Cn1nnc(-c2ccc(C(F)(F)F)cc2)n1 | 1
COc1cccc(N2CC(NS(=O)(=O)c3cccs3)CC2=O)c1 (stereo not drawn) | 0
CCn1c(SCC(=O)Nc2ccccc2N2CCOCC2)nnc1-c1ccccc1O | -2
C/C(=N\O)c1ccc2c3ccccc3n(C)c2c1 | 3
CCOC(=O)c1c(NC(=O)COc2ncnc3sccc23)sc2c1CCC2 | -5

# An excerpt from above in order of the TbREL1 inh value, low to high:
smiles | TbREL1 inh
Cn1c(-c2sccc2OCc2cccc(C(F)(F)F)c2)n[nH]c1=S | -8
COc1cc2[nH]c(O)c(C=O)c2cc1OC | 1
CC(C)(C)n1nnnc1C(c1ccccc1)N1CCN(CCN2CCOCC2)CC1 (stereo not drawn) | 2

# Further records:
smiles | TbREL1 inh
O=C(OCc1cn(Cc2cccc(Cl)c2)nn1)N1CCCC1 | -1
CC(Sc1nc2nn(-c3ccccc3)c(=O)c-2c2n1CCCCC2)C(N)=O (stereo not drawn) | 1
CC(C)(C)NC(=O)C(c1ccc(F)cc1)N(C(=O)CCC(=O)Nc1ccccn1)C1CCCC1 (stereo not drawn) | 1
O=C(Cc1ccc(NC(=O)C2CCN(C(=O)CCc3ccccc3)CC2)cc1)Nc1ccc(C(=O)N2CCOCC2)cc1 | -2
Cc1cccnc1NC(=O)c1cccc(S(=O)(=O)N2CCN(c3ccc(F)cc3)CC2)c1 | -4
O=C1/C(=C/c2ccco2)CCc2ccccc21 | 0
CCN(CC)CCN=C1CCCc2ccccc2N1 | 0
CCOC(=O)C1CCN(C(=O)C2CCC(=O)N(CC3CCCCC3)C2)CC1 (stereo not drawn) | -2
Cc1cccc(OCC2Cn3c(nc4c3c(=O)[nH]c(=O)n4C)O2)c1 (stereo not drawn) | 0
O=C1NC(=O)C(c2ccc(F)cc2)N1 (stereo not drawn) | 1
COc1ccc(N/C=C(\C(C)=O)c2ccc(OC)c(OC)c2)cc1OC | -5
COc1ccc(C(C)C)cc1S(=O)(=O)Nc1ccncc1 | 8
CC1(C)c2[nH]c3ccccc3c2C[C@@H]2C(=O)N(Cc3ccccc3)C(=O)N21 | -3
COc1ccc(Cl)cc1NC(=O)CN(C)C(=O)CNC(=O)C12CC3CC(CC(C3)C1)C2 | -5
N#CCSCC(=O)Nc1ccc(Br)cc1 | 1
CCNC(=O)C(=O)NCc1ccncc1 | 3
CCCCNC(=O)c1ccc(CNc2c(N3CCC(C(=O)OCC)CC3)c(=O)c2=O)cc1 | 1
COC(=O)CCSCC(=O)Nc1cc(C)on1 | -2
O=C(CN1CCN(S(=O)(=O)c2ccc(F)c(Cl)c2)CC1)N1CCc2ccccc2C1 | -3
c1csc(-c2ccc3ccccc3n2)c1 | 0
CC(CN1CCCCC1)OC(=O)c1ccc2c(c1)OCCO2 (stereo not drawn) | 1
COc1cccc(NC(=O)C2CCCN2C(=O)Nc2ccccc2)c1 (stereo not drawn) | 0
CC(Oc1cccc2cccnc12)C(=O)N/N=C/c1ccc2c(c1)OCO2 (stereo not drawn) | 1
Cc1ccccc1OCC(=O)Nc1ccc2c(c1)C(=O)N(CCC(=O)O)C2=O | 1
CCn1c(=O)c2ccccc2n(Cc2cccc(C)c2)c1=O | -1
Cc1ccc(CN2CCCN(C)CC2)c(C)c1 | 4
Cc1cc(N2CCN(C)CC2)nc2ccc(NC(=S)NC3CC3)cc12 | -4
COc1ccc(N2C(=O)c3ccccc3C(C)(C)C2=O)cc1 | -1
CCOP(=O)(OCC)/C(=N/OC(=O)c1ccc(Cl)cc1Cl)C(N)=O | 2
Cc1nc2c(C)[n+](CC(=O)c3ccccc3)ccc2n1C | 2
C[C@H](CO)N1C[C@H](C)[C@@H](CN(C)S(=O)(=O)c2ccc(Cl)cc2)OCc2cnnn2CCCC1=O | 1
COc1ccc2nc(NC(=O)CSc3cn[nH]n3)sc2c1 | -4
CCCCn1c(N)c(N(CCOC)C(=O)c2ccc(-c3ccccc3)cc2)c(=O)[nH]c1=O | 1
Cc1cc(=O)[nH]c(SCC(=O)N2CCCCCC2)n1 | 0
Cc1ccc(S(=O)(=O)/N=C2\C=C(NS(=O)(=O)c3ccccc3)C(=O)c3ccccc32)c(C)c1 | 0
O=C(N/C(=C\c1ccccc1)C(=O)N1CCOCC1)c1cccc(Br)c1 | -1
CC(=O)c1ccc([C@H](O)[C@H](C)C(=O)N(C)c2ccccc2)cc1 | 3
COc1ccc(C(=O)Nc2cnc(NC(=O)c3cccs3)cc2C)cc1 | 1
Cc1ccc(C2(c3ccc(C)cc3)NC(=O)N(CC(N)=O)C2=O)cc1 | -1
O=C(NC1CCCC1)C(c1ccncc1)N(CCCN1CCOCC1)C(=O)c1ccc(-c2ccccc2)[nH]1 (stereo not drawn) | -1
Cc1cc(C(=O)OCC(=O)N2CCC(C)CC2)c2ccccc2n1 | 4
CC(C)=CCC/C(C)=C/CNC(=O)C[C@H]1C[C@H](C(=O)N2CCOCC2)[C@@]2(CCC3CCCC3)c3[nH]c4cc(CCC(=O)N(C)C)ccc4c3CCN2C1=O | -1
O=C(Nc1cccc(C(=O)O)c1)/C(=C\c1ccc(F)cc1)NC(=O)c1ccco1 | 3
COc1ccccc1CNC(=O)C(CC(C)C)NC(=O)C1CCC(C)CC1 (stereo not drawn) | -1
Cc1ccccc1-n1nnnc1SCc1cc(=O)n2ccsc2n1 | 9
O=C(Cc1cccs1)Nc1ccc(N2CCOCC2)cc1 | -3
CN(C)S(=O)(=O)c1cccc(NC(=O)COc2nc3ccccc3nc2N2CCOCC2)c1 | -2
Cc1ccc(CN(C(=O)COc2cccc(C)c2C)C2CCS(=O)(=O)C2)o1 (stereo not drawn) | -6
O=C(Nc1ccccc1)C1CC(=O)N(Cc2ccccc2)C1 (stereo not drawn) | -2
COc1cc(NC(=O)CN(c2ccc(C)cc2)S(=O)(=O)c2c(C)n[nH]c2C)cc(OC)c1 | 1

# New compounds follow.
smiles | TbREL1 inh
CC(C)(C)c1cc(C(=O)NCC(=O)OCC(=O)c2cccc([N+](=O)[O-])c2)cc(C(C)(C)C)c1 | 0
CCOC(=O)N1CCN(C(=O)c2ccc3c(=O)n(CCOC)c(=O)[nH]c3c2)CC1 | -2
Oc1ccc(N=Nc2cccc(Cl)c2)cc1C=Nc1ccc(N2CCOCC2)cc1 | -4
COc1ccccc1CNC(=O)COc1ccccc1OC | 3
CN(Cc1ccccc1)C(=O)c1ccc(NC(=O)Cc2ccc(NC(=O)C3CCCN(C(=O)C4CCCC4)C3)cc2)cc1 (stereo not drawn) | -1
Cc1oc2c(c1C(=O)c1ccc(Cl)cc1)C(=O)C(=O)c1ccccc1-2 | 10
CC12CCC(C(=O)N3CCN(c4ccccc4)CC3)(CC1=O)C2(C)C (stereo not drawn) | 1
Fc1ccccc1SCc1nnc(-c2ccccc2Br)o1 | 0
Cc1noc(-c2ccccc2)c1NC(=O)Nc1ccc2nc([C@H]3C[C@H](O)[C@@H](CO)O3)[nH]c2c1 | -2
COc1ccc(CNC(=O)COC(=O)CCOc2ccccc2)cc1 | 1
N=c1c(C(=O)NC2CCCC2)cc2c(=O)n3ccccc3nc2n1CCN1CCOCC1 | -1
O=C(Oc1cccc(NC(=O)c2ccccc2Cl)c1)c1ccc([N+](=O)[O-])cc1 | 2
CSc1ccccc1NC(=O)c1ccc(Cl)s1 | 2
Cc1cnc(C(=O)OCC(=O)Nc2oc(-c3ccccc3)c(-c3ccccc3)c2C#N)cn1 | 1
O=[N+]([O-])c1ccccc1S(=O)(=O)NCCC1=CCCCC1 | -1
COc1ccc(NC(=O)Nc2ccc3c(c2)N(C)C(=O)CS3)cc1OC | 1
Cn1c(N)c(C(=O)COC(=O)[C@H](Cc2ccccc2)N2C(=O)c3ccccc3C2=O)c(=O)n(C)c1=O | 3
CN(C(=O)CSc1nnn(C)n1)c1ccccc1 | -2
COc1ccc(Cl)cc1C(=O)NNC(=O)c1cc2ccccc2o1 | -1
C[C@H]1CN([C@@H](C)CO)C(=O)c2cc(Br)cnc2O[C@H]1CN(C)C(=O)c1ccccn1 | 4
CN(CC(=O)Nc1ccccc1Cl)C(=O)C1CCN(C(=O)c2ccc(F)cc2)CC1 | -2
O=C(Cc1ccccc1)Nc1nc(-c2ccc(F)c(F)c2)cs1 | 2
COc1ccc(CCNC(=O)c2ccccc2C(=O)NCCc2ccc(OC)c(OC)c2)cc1OC | -3
CCc1ncc(CN2CCCC(C(=O)Nc3cccc(-c4cccc(C)c4)c3)C2)cn1 (stereo not drawn) | 2
Cc1ccccc1N(Cc1ccccc1F)S(C)(=O)=O | -1
CCCC(=O)N1CCCC(c2cc(C(=O)Nc3ccccc3)no2)C1 (stereo not drawn) | 0
O=c1nc2s/c(=C\c3ccco3)c(=O)n2nc1Cc1ccc(F)cc1 | 1
CCCCOc1ccccc1C(=O)NCCCC(=O)O | -1
O=S1(=O)CC(N2CCSCC2)CN1Cc1cn(Cc2cccc(C(F)(F)F)c2)nn1 (stereo not drawn) | 0
O=C(CNC(=O)c1ccccc1)OCC(=O)c1ccc(Cl)s1 | 3
O=C(CN1CCN(Cc2ccccc2)CC1)Nc1cccc(C(F)(F)F)c1 | 5
O=C(CSc1nc(=O)n2cc(Cl)ccc2n1)Nc1ccc2c(c1)OCCO2 | -1
Cc1ccc(-n2c(C)c3c(C)nnc(C)c3c2C)cc1N | -5
Cc1ccc(C2=NN(C(=O)CSc3nccn3C)C(c3ccco3)C2)cc1 (stereo not drawn) | -2
COc1cc(/C=N/NC(=S)NCCN2CCOCC2)cc(OC)c1O | -5
CCOc1cccc(C(=O)NC(=S)Nc2ccc3c(c2)OCCO3)c1 | -5
O=C(CSc1ncn[nH]1)NCc1ccccc1Cl | 4
COc1ccccc1N1CCN(C(=O)C(C)NC(=O)c2cccc([N+](=O)[O-])c2)CC1 (stereo not drawn) | 3
N#Cc1cccc(NC(=O)c2cc(C3CCCCN3C(=O)c3ccc4c(c3)CCO4)on2)c1 (stereo not drawn) | 3
CCOC(=O)C1=C(C)N(CCO)C(=O)NC1c1cccc(O)c1 (stereo not drawn) | 0
COc1ccc(OC)c(NC(=O)CN2CCc3ccccc3C2)c1 | -7
CCOC(=O)N1CCN(C(=O)C(CC)c2ccccc2)CC1 (stereo not drawn) | 0
Cc1cc(-c2ccc(S(=O)(=O)N(C)c3ccc(C)c(C)c3)s2)on1 | 6
CCC1Cc2[nH][nH]c(=O)c2C(CC)O1 (stereo not drawn) | -4
O=C(CN1CCN(Cc2ccccc2Cl)C1=O)NCC1CCCO1 (stereo not drawn) | -1
Cc1c(NC(=O)C2CCCN(S(=O)(=O)c3ccc(C(C)(C)C)cc3)C2)c(=O)n(-c2ccccc2)n1C (stereo not drawn) | 1
COC(=O)c1cc(NC(=O)c2cccc(F)c2)cc(C(=O)OC)c1 | 2
COc1ccc(NC(=O)CN(C)C(=O)C2CC(=O)N(CCc3ccc(OC)c(OC)c3)C2)cc1 (stereo not drawn) | 1

# Quoted at random: 5 entries already listed, in no set order.
smiles | TbREL1 inh
CCC1Cc2[nH][nH]c(=O)c2C(CC)O1 (stereo not drawn) | -4
COc1ccc(NC(=O)CN(C)C(=O)C2CC(=O)N(CCc3ccc(OC)c(OC)c3)C2)cc1 (stereo not drawn) | 1
COc1ccc(OC)c(NC(=O)CN2CCc3ccccc3C2)c1 | -7
CCOC(=O)N1CCN(C(=O)C(CC)c2ccccc2)CC1 (stereo not drawn) | 0
Cc1c(NC(=O)C2CCCN(S(=O)(=O)c3ccc(C(C)(C)C)cc3)C2)c(=O)n(-c2ccccc2)n1C (stereo not drawn) | 1

# Part of the list above, as labelled records:
Structure: COc1ccc(OC)c(NC(=O)CN2CCc3ccccc3C2)c1
  TbREL1 inh = -7

Structure: CCOC(=O)N1CCN(C(=O)C(CC)c2ccccc2)CC1 (stereo not drawn)
  TbREL1 inh = 0

Structure: Cc1cc(-c2ccc(S(=O)(=O)N(C)c3ccc(C)c(C)c3)s2)on1
  TbREL1 inh = 6

Structure: CCC1Cc2[nH][nH]c(=O)c2C(CC)O1 (stereo not drawn)
  TbREL1 inh = -4
